H37Rv inhibition: M. tuberculosis growth inhibition, HTS (AID 449762). M. tuberculosis H37Rv growth inhibition, 7H9 media; higher % means a stronger effect. inhibition, % at 25 µM, or IC50 in µM where a hit was titrated. 330,000 tested, 0.59% active; in the data active = a potency from the dose series; inconclusive = inhibition above about 70% without an active follow-up result;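 note: bacterial growth assessed after seven days of incubation; strong numbers were not always called active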
tuberculosis growth: growth inhibition of non-replicating M. tuberculosis (AID 488890) | one-dose inhibition, % at 25 µM; IC50 in µM for titrated hits | 320,000 tested, 0.39% active | Mycobacterium tuberculosis non-replicating, growth inhibition; higher % means a stronger effect; in the data active = a potency from the dose series; inconclusive = inhibition mostly from about 82% at the one dose, without a potency; inactive = the rest, 99 in 100 with inhibition below about 76%;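 note: plate controls were DMSO cells for no effect and high antibiotic wells for full effect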
PhoP GFP inhibition: PhoP regulon inhibitors, Salmonella typhi PhoP promoter GFP reporter, confirmatory (AID 1850) | 310,000 tested, 0.33% active | Salmonella Typhi PhoP-promoter GFP reporter, fluorescence, 4 h; higher % means a stronger effect | one-dose inhibition, % at 50 µM; IC50 in µM for titrated hits; in the data active = a potency from the dose series; inconclusive = inhibition mostly from about 25% at the one dose, without a potency; inactive = the rest, 99 in 100 with inhibition below about 19%;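 note: 0% = induced wells with vehicle and 100% = uninduced wells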
VEEV TC-83 Vero: inhibitors of VEEV TC-83 cytopathic effect, confirmation, Vero cells (AID 588727). one-dose inhibition, % at 20 µM; IC50 in µM for titrated hits. 350,000 tested, 0.13% active. Vero cells, VEEV TC-83 cytopathic effect inhibition; higher % means a stronger effect; in the data active = a potency from the dose series; inconclusive = inhibition mostly from about 14% at the one dose, without a potency; inactive = the rest, 99 in 100 with inhibition below about 12%; note: strong numbers were not always called active
H1N1 NS1A inhibition: H1N1 influenza NS1A inhibitors, functional cell based assay (AID 504329); NS1A functional cell-based assay, percent inhibition; higher % means a stronger effect; inhibition, % at 12.5 µM; hits with a dose series show IC50 in µM; 340,000 tested, 0.3% active; in the data active = a potency from the dose series; inconclusive = inhibition above about 27% without an active follow-up result; note: strong numbers were not always called active
VEEV TC-83 Vero 10K pilot screen: further read-out of VEEV TC-83 Vero, marked with its call; inhibition, %; measured here: 10K pilot screen inhibition
* hit, by the source's call; i = inactive; ? = inconclusive; . = not tested or not shown. No enrichment for hits. About 1.5% of those tested had a hit in this group.

SMILES | H37Rv inhibition | tuberculosis growth | PhoP GFP inhibition | VEEV TC-83 Vero | H1N1 NS1A inhibition | others
COCCn1c(C)nnc1SCC(=O)Nc1ccccc1[N+](=O)[O-] | -15% | -15% | -1% | 0.7% | 0%
Cn1nccc1C(=O)Nc1ccc2c(c1)OCO2 | 0% | -8% | -8% | 1.9% | 22%
Cc1ccc(NC(=O)CN(C)C(=O)CSc2nnnn2C)cc1 | 7% | -1% | -3% | 8.0% | 8%
Cc1ccc(Cl)c(OCC(=O)OC(C)C(=O)NC2CC2)c1 (centres undefined) | -6% | 17% | 3% | 1.9% | -6%
CCOC(=O)c1c(C)nc2c(c1-c1ccc(OC)cc1)C(=O)CC(C)(C)C2 | 1% | 12% | 4% | 8.5% | 4%
CCOC(=O)C1CCN(S(=O)(=O)c2ccc3c(c2)N(C(C)=O)CC(C)S3)CC1 (centres undefined) | -2% | 5% | -7% | i | 11%
CN(C(=O)CSc1nc2[nH]ncc2c(=O)[nH]1)c1ccccc1 | 0% | -10% | 2% | 2.5% | 7%
CC(C)(C)c1ccc(OCCN2CCCC2)cc1 | -1% | 2% | 8% | 1.1% | -4%
Cc1c(S(=O)(=O)c2ccccn2)c(N)n(Cc2ccccc2Cl)c1C | -5% | 59% | -3% | 1.4% | 14%
O=C(NCc1ccccc1)c1ccc(CS(=O)Cc2ccc(Cl)cc2)o1 (centres undefined) | -1% | 19% | -3% | i | 12%
COc1ccc(S(=O)(=O)N2CCOCC2)cc1NC(=O)CN1CCCC1 | -7% | -2% | 3% | 0.8% | -10%
Cc1ccc(C2CC(c3ccccc3C)n3nc(N)nc3N2)cc1 (centres undefined) | -8% | 16% | -8% | 1.0% | 3%
Cc1ccc(C(=O)O)cc1NC(=S)NC(=O)c1ccc([N+](=O)[O-])cc1Cl | 2% | 5% | -8% | 0.9% | -6%
O=C(Nc1ccccc1)C(=O)Nc1ccc2c(c1)N(C(=O)C1CC1)CCC2 | 12% | 6% | -5% | 6.3% | 1%
Cc1c(Cl)cccc1NC(=S)NC1CC1 | -3% | 14% | -3% | 1.3% | -6%
CCOc1ccc(N(Cc2cc3cc(C)ccc3[nH]c2=O)S(=O)(=O)c2ccccc2)cc1 | -7% | -8% | -8% | 1.2% | -12%
N#CCN1C(=O)C(=O)N(Cc2cccc(C(F)(F)F)c2)C1=O | 1% | -1% | -1% | 1.8% | -22%
COc1ccc(-n2c(SCC(=O)Nc3ccc(C(N)=O)cc3)nc3ccccc3c2=O)cc1OC | 4% | 9% | 3% | 0.7% | 3%
CN(CC(=O)Nc1ccc(F)cc1)C(=O)c1ccc(OCc2ccccc2)cc1 | . | . | . | i | 6%
O=C(CCS(=O)(=O)c1ccc(Cl)cc1)N1CCN(c2ccc(F)cc2)CC1 | 0% | 12% | . | i | 6%

Brought forward from above: 6 entries, then new ones.
SMILES | H37Rv inhibition | tuberculosis growth | PhoP GFP inhibition | VEEV TC-83 Vero | H1N1 NS1A inhibition | others
Cc1c(Cl)cccc1NC(=S)NC1CC1 | -3% | 14% | -3% | 1.3% | -6%
CCOc1ccc(N(Cc2cc3cc(C)ccc3[nH]c2=O)S(=O)(=O)c2ccccc2)cc1 | -7% | -8% | -8% | 1.2% | -12%
N#CCN1C(=O)C(=O)N(Cc2cccc(C(F)(F)F)c2)C1=O | 1% | -1% | -1% | 1.8% | -22%
COc1ccc(-n2c(SCC(=O)Nc3ccc(C(N)=O)cc3)nc3ccccc3c2=O)cc1OC | 4% | 9% | 3% | 0.7% | 3%
CN(CC(=O)Nc1ccc(F)cc1)C(=O)c1ccc(OCc2ccccc2)cc1 | . | . | . | i | 6%
O=C(CCS(=O)(=O)c1ccc(Cl)cc1)N1CCN(c2ccc(F)cc2)CC1 | 0% | 12% | . | i | 6%
O=C(NNC(=O)C1CC=CCC1C(=O)O)c1cccs1 (centres undefined) | -3% | -9% | 0% | 0.7% | -1%
COc1cccc(NC(=O)c2ccccc2F)c1 | 5% | 30% | 8% | 0.3% | -4%
CCOC(=O)C(C)n1cnc2sc(C)c(C)c2c1=O (centres undefined) | -6% | 60% | 0% | 1.6% | 1%
COc1cccc(C(=O)NNC2=C(C(=O)C(F)(F)F)CCC2)c1 | 1% | ? | 13% | 0.5% | .
COc1ccc(/C=C/c2cc[n+](C(=O)Cc3ccccc3)cc2)cc1 | 4% | 69% | 118µM* | i | 7%
C/C(=N\NC(=S)NCc1ccccc1)c1ccc2c(c1)OCCO2 | ? | 68% | 10% | 3.9% | -8%
Nc1ccc(S(=O)(=O)NC2=NCCCCC2)cc1N | -4% | -3% | -3% | 0.9% | 9%
CC(=O)N1N=C2C3CCN(CC3)C2C1c1cccc2ccccc12 (centres undefined) | 6% | -12% | -1% | 1.3% | 2%
Cc1c(/C=N/N=C2\CCC3C4CCc5cc(O)ccc5C4CCC23C)cnn1C (centres undefined) | 7% | 12% | -13% | 2.3% | 7%
COc1ccc(O)c(C(=O)c2cc(C#N)c(=O)n(CCN3CCOCC3)c2)c1 | 1% | -17% | -11% | 3.0% | 0%
COc1ccc(C2(CNC(C)=O)CCCC2)cc1OC | 1% | -15% | -2% | i | -6%
COc1ccc(-c2nnc(SCC(=O)c3cccs3)n2-c2ccc(Cl)cc2)cc1 | -8% | 1% | -5% | 8.2% | -2%
Cc1[nH]c(=O)[nH]c(=O)c1/C=N/NC(=O)[C@@H](NC(=O)OC(C)(C)C)C(C)C | 1% | -8% | 1% | 0.2% | -12%
Cc1ccccc1CN(C)CC(=O)Nc1ccccc1-c1ccccc1 | 9% | 20% | 9% | i | -1% | VEEV TC-83 Vero 10K pilot screen=0.2
O=C(CCC1COc2ccccc2O1)Nc1ncccc1O (centres undefined) | -10% | 27% | -4% | 0.4% | 1%
CCOc1ccc(C2=NNC(c3cccs3)=Nc3ccc(OC)cc32)cc1OCC | 9% | 37% | 3% | 3.7% | 7%
Cc1ccc(-c2ccnc3[nH]n(-c4ccccc4)c(=O)c23)cc1 | -3% | 12% | 3% | 3.0% | 3%
Cc1cc(N2CCOCC2)n2nc(-c3cccc(F)c3)cc2n1 | 2% | 19% | -6% | 2.5% | 4%
Cc1ccc(C)c(NS(=O)(=O)c2cc(C(=O)NCCSC3CCCCC3)ccc2C)c1 | 9% | 22% | -1% | i | -3%
CCOc1ccc2c(C)nc(NC3=NC(C)(C)C=C(C)N3)nc2c1 | 14% | 72% | 3% | i | 9%
CCCCSCCCNC(=O)c1ccc2c(c1)N(CC)C(=O)c1ccccc1S2=O (centres undefined) | 0% | 44% | -5% | 0.2% | -2%
Cc1ccc(/C=C2\SC(=S)N(c3cccnc3)C2=O)cc1 | 6% | 7% | -2% | 2.2% | -4%
CC1(C)CC(=O)C(CC(=O)Nc2cc(C(F)(F)F)ccc2Cl)C(=O)C1 | -2% | 0% | 5% | 1.0% | 4%
CC(=O)OCC(=O)C1CCC2C3CCC4=CC(=O)C=CC4(C)C3CCC12C (centres undefined) | . | . | . | 0.9% | 10%
C=CCN(c1ccccc1)S(=O)(=O)c1cccc(C(=O)NC2CCC(O)CC2)c1 (centres undefined) | 2% | -3% | 1% | i | 11%
Cc1nn(-c2ccccc2)c(C)c1NC(=O)COc1ccc([N+](=O)[O-])cc1 | -9% | -7% | 5% | 8.9% | -8%
CC1CCCCN1Cc1c(O)ccc2c(=O)c(-c3ccc(Br)cc3)coc12 (centres undefined) | . | . | . | i | -1%
CC(OC(=O)C1CCN(c2ccc(C(F)(F)F)cn2)CC1)C(=O)Nc1ccc(S(N)(=O)=O)cc1 (centres undefined) | -11% | -3% | -8% | 1.6% | -3%
O=C(O)CCCNC(=O)CCCNC(=O)C(c1ccccc1)c1ccccc1 | -1% | -8% | 15% | i | 0%
O=S(=O)(c1ccc(-n2cnnn2)cc1)N1CCNCC1 | -8% | 7% | -2% | 1.3% | -9%
CCCCn1c(N)c(N(CCC(C)C)C(=O)C2CC(=O)N(CCc3ccc(OC)c(OC)c3)C2)c(=O)[nH]c1=O (centres undefined) | -3% | -10% | 5% | 1.0% | 6%
O=C(Sc1cccc2cccnc12)c1ccccc1Br | ? | ? | -4% | >25µM* | 5%
CN(C)CCCN(C(=O)C1=COCCO1)c1nc2ccc(Br)cc2s1 | -11% | 38% | -8% | 49% | -5%
COC(=O)c1sc(N)c(C(=O)OC)c1CSc1nnc(-c2ccccc2Cl)n1C | -5% | 55% | -8% | 0.9% | 24%
O=C(COc1ccccc1/C=C1\SC(=S)NC1=O)Nc1ccc(F)cc1 | -5% | 24% | . | 4.3% | 5%
Cc1ccc(S(=O)(=O)N2CCCN(C(=O)CNC(=O)c3cccc(C)c3)CC2)cc1 | -3% | 14% | . | 0.7% | -1%
O=C(NNc1ccccc1)C(CCO)C(=O)NNc1ccccc1 | ? | 39% | 3% | 1.3% | -6%
Cc1ccc(S(=O)(=O)n2nc(C)c(C#N)c2N)cc1 | 0% | 13% | -4% | 1.4% | -1%
CCOC(=O)C1CCN(C(c2ccccn2)c2c(C)[nH]c3ccccc23)CC1 (centres undefined) | 4% | 18% | 6% | 63% | -11%
Cc1ccccc1CC1(CO)CCCN(Cc2nc(-c3cccs3)oc2C)C1 (centres undefined) | 15% | 45% | -4% | i | -4%
CC(NC(=O)c1ccc(F)cc1)c1nc2ccccc2n1Cc1ccccc1F (centres undefined) | 0% | 13% | 2% | 4.3% | 1%
Nc1ccnc(C(F)(F)F)c1C(=O)c1ccccc1 | -4% | -7% | 7% | 1.5% | 3%
Cc1ccc(OCc2nnc(N)s2)cc1C | -5% | 0% | 2% | 2.2% | .
COC(=O)Cc1c(O)ccn(Cc2cccc3ccccc23)c1=O | 3% | 18% | 18% | 0.4% | 3%
O=C(NCc1ccccc1Cl)C(=O)c1c[nH]c2ccccc12 | 19% | 74% | -4% | 0.6% | -9% | VEEV TC-83 Vero 10K pilot screen=2.6
COc1ccc(NC(=O)C(=O)N/N=C/c2cc(C)n(-c3cccc(Cl)c3Cl)c2C)c(OC)c1 | ? | 13% | -6% | 8.3% | 9%
O=C(O)c1ccc(S(=O)(=O)c2ccc3c(c2)C(=O)N(c2ccc(O)cc2)C3=O)cc1 | 2% | 9% | 15% | 3.2% | -20%
O=C(CN(Cc1ccccc1)C(=O)c1ccco1)NCc1ccc(F)cc1 | -3% | 0% | -1% | 1.4% | 11%
COc1ccc(S(=O)(=O)N(C)C)cc1NC(=O)COC(=O)c1nn(C)c(=O)c2ccccc12 | 1% | -9% | -18% | 1.5% | 0%
Cc1occc1-c1nnc(SCC(=O)N2c3ccccc3CCc3ccccc32)n1C | 7% | 69% | 1% | 0.5% | 2%
CC(NS(C)(=O)=O)C(c1cccs1)N1CCN(c2ccc(F)cc2)CC1 (centres undefined) | -1% | 29% | 3% | i | -3%
O=C(C1CCCN1C(=O)c1cccs1)N1CCN(S(=O)(=O)c2ccc(F)cc2)CC1 (centres undefined) | 4% | 7% | . | i | -6%
CCOC(=O)C1=C(C)Nc2ccccc2N/C1=N\S(=O)(=O)c1cc(C(=O)O)ccc1Cl | -4% | 9% | . | 8.4% | -15%
Cc1nnc(NS(=O)(=O)c2ccc(F)cc2)s1 | . | . | . | 0.3% | -1%
CC1CN(c2snnc2C=C2C(=O)OC(C)(C)OC2=O)CC(C)O1 (centres undefined) | 10% | 4% | -26% | 0.5% | -7%
O=C1/C(=C/c2cccnc2)SC(=S)N1N1CCOCC1 | 1% | 1% | 8% | 1.2% | 13%
Cc1cccc(NC(N)=S)c1 | 6% | 42% | 15% | 0.2% | -22%
O=S1(=O)C=C(SCc2ccc(Cl)c(Cl)c2)Nc2ccccc21 | -5% | 9% | -5% | 4.0% | -2%
COc1ccc(Nc2nc(N)nc(CSc3nnc(C)s3)n2)cc1 | 65% | -2% | -5% | 1.7% | -2%
O=C1C=CC(=O)C2C1C1(Cl)C(Cl)=C(Cl)C2(Cl)C1(Cl)Cl (centres undefined) | . | . | . | 2.7% | -22%
Cc1ccc(-c2cc(C(=O)Nc3c(C)n(C)n(-c4ccccc4)c3=O)c3ccccc3n2)cc1 | 5% | 13% | . | 10% | 0%
COc1ccc(CCNC(=O)CN(c2cc([N+](=O)[O-])ccc2OC)S(C)(=O)=O)cc1OC | -9% | -8% | 7% | 1.6% | -2%
C/C(CCC1CC(C)OC1=O)=N\NC(N)=O (centres undefined) | -4% | -1% | 0% | i | .

Bioassay records from PubChem.
